From PubChem
SENP1 FRET inh = human SENP1 catalytic domain inhibitors, primary screen, biochemical, FRET, uHTS; 360,000 compounds, 0.21% hits; recombinant SENP1 catalytic domain, CyPet-SUMO1-YPet FRET cleavage; AID 624204, 2012; inhibition, % at 10 µM; Sentrin-specific protease 1 (Homo sapiens), Q9P0U3;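 active = inhibition at least 30% at 10 µM, raw YFP signal under a set limit, fluorescence ratio 0.5 to 1.5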;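 note: 0% = enzyme with DMSO and 100% = no enzyme wells; some results filed as inactive read as strong as hits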
Target sequence (Q9P0U3 419-644 limits assumed): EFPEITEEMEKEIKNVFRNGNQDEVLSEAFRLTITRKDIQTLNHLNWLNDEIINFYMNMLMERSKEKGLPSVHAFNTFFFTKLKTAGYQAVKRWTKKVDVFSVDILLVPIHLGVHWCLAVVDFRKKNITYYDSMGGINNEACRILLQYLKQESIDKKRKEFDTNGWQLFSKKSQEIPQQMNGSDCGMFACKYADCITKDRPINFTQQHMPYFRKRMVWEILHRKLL
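Assay system – human recombinant His6-tagged SENP1 catalytic domain enzyme · Input – SENP1 enzyme, 20 pM final · Buffer or medium – Tris pH 8 buffer plus EDTA, NaCl, BME, BSA, NP40, catalase · Schedule – 50 min reaction at room temperature · Technique – FRET read of cyan and yellow fluorescence · Control set – no-enzyme wells low, DMSO-plus-enzyme wells high control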
SENP6 inh = SENP6 protease inhibitors, primary screen, biochemical, luminescence, uHTS. Sentrin-specific protease 6 (Homo sapiens), Q9GZR1. Recombinant SENP6 catalytic domain, aminoluciferin luminescence. inhibition, % at 10 µM. 330,000 compounds, 1.8% hits. AID 2599, 2010;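 active = inhibition above about 50% at the single tested dose, limit read from the data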;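 note: plate controls were DMSO wells with enzyme for no effect and DMSO wells lacking enzyme for full effect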
SENP8 block-1 = human SENP8 protease inhibitors, primary screen, biochemical, fluorescence, Nedd8 protein substrate, uHTS; inhibition, % at 20 µM; AID 602440, 2012; 360,000 compounds, 0.64% hits; Sentrin-specific protease 8 (Homo sapiens), Q96LD8; recombinant SENP8; in the data active = inhibition mostly above about 40%, no sharp cut-off; inactive = mostly below about 27%
UBC13 polyUb = UBC13 polyubiquitin chain formation inhibitors, primary screen, biochemical, TR-FRET, uHTS. inhibition, % at 20 µM. 330,000 compounds, 0.47% hits; in the data active = inhibition above about 45%, passing the limit was not always enough
Target sequence (P61088 whole entry, looked up): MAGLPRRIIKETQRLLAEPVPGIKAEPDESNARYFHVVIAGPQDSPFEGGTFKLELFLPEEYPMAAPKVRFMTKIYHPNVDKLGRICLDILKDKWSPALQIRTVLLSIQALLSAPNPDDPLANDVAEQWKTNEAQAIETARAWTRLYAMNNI
SENP8 block-2 = SENP8 protease inhibitors, primary screen, biochemical, luminescence. Sentrin-specific protease 8 (Homo sapiens), Q96LD8. purified SENP8, Z-RLRGG-aminoluciferin cleavage. inhibition, % at 10 µM. 330,000 compounds, 1.2% hits. AID 2540, 2010; in the data active = inhibition above about 50%
Apaf1 inhib = inhibitors of human Apaf-1 apoptosome, primary screen, biochemical, DEVD-Rh110 fluorescence, uHTS | Apoptotic protease-activating factor 1 (Homo sapiens), O14727 | reconstituted apoptosome caspase-3 activity | inhibition, % at 20 µM | 330,000 compounds, 0.71% hits; active = inhibition of at least 40% at 20 µM;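 note: plate controls were DMSO wells for no effect and DEVD-CHO caspase inhibitor wells for full effect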
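Material: cell-free apoptosome with Apaf-1, procaspase-3 and caspase-9; Buffer or medium: Hepes pH 7.5 with detergent and BSA; Reagent: cytochrome c trigger plus (Z-DEVD)2-Rh110 caspase-3 substrate; Times: compound with Apaf-1, dATP, procaspase-3 30 min, then 50 min reaction, room temperature; Technique: Rh110 fluorescence intensity.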
SENP7 block = SENP7 protease inhibitors, primary screen, biochemical, luminescence, uHTS; inhibition, % at 5 µM; 330,000 compounds, 1.5% hits; recombinant SENP7, Z-RLRGG-aminoluciferin luminescence, 40 min;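 active = inhibition above about 50% at the single test dose, limit read from the data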;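 note: plate controls were DMSO with enzyme for no effect and no enzyme buffer wells for full effect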
A3G deaminase = APOBEC3G DNA deaminase inhibitors, primary screen, biochemical, fluorescence, single-stranded DNA substrate, uHTS; recombinant A3G, ssDNA deamination FAM/TAMRA fluorescence; 330,000 compounds, 0.28% hits; DNA dC->dU-editing enzyme APOBEC-3G (Homo sapiens), Q9HC16; inhibition, % at 20 µM; AID 493012, 2011;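 active = inhibition of at least 40% at 20 µM, with no more than 30% in the related APOBEC3A deaminase screen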;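 note: plate controls were DMSO wells with A3G for no effect and wells lacking A3G enzyme for full effect; some compounds called inactive have numbers as strong as hits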
Target sequence (Q9HC16 whole entry, looked up): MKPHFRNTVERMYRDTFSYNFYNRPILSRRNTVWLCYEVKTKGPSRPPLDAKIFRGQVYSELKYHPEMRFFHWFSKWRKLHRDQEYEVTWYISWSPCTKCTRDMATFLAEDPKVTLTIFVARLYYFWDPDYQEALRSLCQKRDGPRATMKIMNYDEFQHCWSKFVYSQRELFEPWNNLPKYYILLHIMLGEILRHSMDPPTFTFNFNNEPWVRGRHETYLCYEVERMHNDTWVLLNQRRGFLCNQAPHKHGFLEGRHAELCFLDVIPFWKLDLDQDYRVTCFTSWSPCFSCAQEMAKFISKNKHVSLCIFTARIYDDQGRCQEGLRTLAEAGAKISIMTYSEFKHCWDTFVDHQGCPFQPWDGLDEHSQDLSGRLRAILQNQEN
Starred values were filed as active, the others as inactive; x = not tested or not shown.

cpd	SMILES	SENP1 FRET inh	SENP6 inh	SENP8 block-1	UBC13 polyUb
1	CCn1ccnc1CNC(=O)c1ccc(OC2CCN(C(=O)COC)CC2)cc1	1	1	-3	-2
2	Clc1ccc(C2CC(c3cccs3)n3ncnc3N2)c(Cl)c1 (configuration not stated)	0	-7	2	5
3	Cc1cc(C)c2[nH]c(=O)c(CN(Cc3ccco3)C(=S)NCC3CCCO3)cc2c1 (configuration not stated)	0	-7	-110	6
4	COCCN(C(=O)CCc1ccccc1OC)c1nnc(-c2cccnc2)s1	1	1	10	-8
5	CCn1c(=O)c2cc(C(=O)N(C)c3cc(C)ccc3OC)sc2c2ccccc21	4	-20	0	-1
6	Cc1nc(NC(=O)COC(=O)c2ccc(S(=O)(=O)N3CCc4ccccc4C3)cc2)c(Cl)cc1Cl	-11	-15	-42	-3
7	Cc1ccc(S(=O)(=O)N2CCN(C(=O)COC(=O)CNC(=O)c3ccc(Cl)cc3Cl)CC2)cc1	1	-12	15	-4
8	CCc1nc(SCC(=O)NCc2ccc(F)cc2)c2c(=O)n(C)c(=O)n(C)c2n1	1	-8	14	-3
9	O=C(CSC1=NS(=O)(=O)c2cc(Cl)ccc2N1)NCc1ccc(F)cc1	1	3	11	0
10	COC(=O)c1ccccc1NC(=O)Cc1nc(-c2ccccc2)sc1-c1ccc(C)cc1	-67	-16	-227	-7
11	CCOC(=O)C1(CCOC)CCN(C2C3CC4CC(C3)CC2C4)CC1 (configuration not stated)	0	-11	6	8
12	O=C(CCNC(=O)c1ccc([N+](=O)[O-])cc1)Nc1cccc(S(=O)(=O)N2CCCCCC2)c1	1	-15	14	8
13	O=C(Nc1cc(-c2ccccc2)nn1C1CCCCC1)c1ccc(Cl)cc1	3	0	29	-20
14	O=C(c1ccc(F)cc1)N1CCCN(c2nc(-c3ccccc3)ns2)CC1	1	-18	11	8
15	COCCN(CCOC)C(=O)CC(=O)N(CCOC)CCOC	0	-8	6	-2

cpd	SENP8 block-2	Apaf1 inhib	SENP7 block	A3G deaminase
1	-6	2	-5	-8
2	8	5	5	-6
3	2	20	5	-8
4	-1	10	6	2
5	-14	53*	-2	-5
6	-9	-7	-4	-4
7	-3	12	9	0
8	5	3	1	-2
9	-2	2	-3	-9
10	0	18	7	2
11	-3	3	-6	-11
12	4	9	-1	-6
13	1	15	7	-1
14	1	-5	2	-7
15	-13	-7	-6	-8

By substructure: the entries above containing a Cl atom (5)
cpd	SMILES	SENP1 FRET inh	SENP6 inh	SENP8 block-1	UBC13 polyUb
2	Clc1ccc(C2CC(c3cccs3)n3ncnc3N2)c(Cl)c1 (configuration not stated)	0	-7	2	5
6	Cc1nc(NC(=O)COC(=O)c2ccc(S(=O)(=O)N3CCc4ccccc4C3)cc2)c(Cl)cc1Cl	-11	-15	-42	-3
7	Cc1ccc(S(=O)(=O)N2CCN(C(=O)COC(=O)CNC(=O)c3ccc(Cl)cc3Cl)CC2)cc1	1	-12	15	-4
9	O=C(CSC1=NS(=O)(=O)c2cc(Cl)ccc2N1)NCc1ccc(F)cc1	1	3	11	0
13	O=C(Nc1cc(-c2ccccc2)nn1C1CCCCC1)c1ccc(Cl)cc1	3	0	29	-20

cpd	SENP8 block-2	Apaf1 inhib	SENP7 block	A3G deaminase
2	8	5	5	-6
6	-9	-7	-4	-4
7	-3	12	9	0
9	-2	2	-3	-9
13	1	15	7	-1

An excerpt from above in order of their number in UBC13 polyUb, lowest first.
cpd	canonical_smiles	UBC13 polyUb
10	COC(=O)c1ccccc1NC(=O)Cc1nc(-c2ccccc2)sc1-c1ccc(C)cc1	-7
6	Cc1nc(NC(=O)COC(=O)c2ccc(S(=O)(=O)N3CCc4ccccc4C3)cc2)c(Cl)cc1Cl	-3
1	CCn1ccnc1CNC(=O)c1ccc(OC2CCN(C(=O)COC)CC2)cc1	-2

The list goes on.
cpd	SMILES	SENP1 FRET inh	SENP6 inh	SENP8 block-1	UBC13 polyUb
16	Cc1cc(C)n2nc(C)c(-c3ccc(Cl)cc3)c2n1	-2	7	-76	2
17	CC(C)(C)NC(=O)CSc1nnc(-c2ccncc2)n1Cc1ccccc1	1	-12	27	-1
18	CC(C)c1nnc(NC(=O)CCC(=O)N2CCN(c3ccc(Cl)cc3)CC2)s1	3	-13	12	1
19	CCOC(CCNC(=O)c1cn(CCOC)c(=O)c2c1c1ccccc1n2C)OCC	0	-5	-304	6
20	CC(C)CN(Cc1cc(=O)oc2cc3c(cc12)CCCC3)CC(C)C	-8	3	-10	-2
21	O=C(O)Cc1sc(-c2ccccc2)nc1-c1cccs1	-2	-22	-228	-19
22	O=C(CSc1ncccc1-c1nc2ccccc2[nH]1)NCc1ccco1	-16	11	-247	-6
23	CNc1nc(-c2ccc3c(c2)CCN3C(=O)c2ccccc2C)cs1	-4	10	-24	-5
24	Cc1ccc(COc2coc(CN3CCN(C(=O)c4ccco4)CC3)cc2=O)cc1	-1	-7	17	5
25	COCCn1c(SCC(=O)NCCc2ccccc2)nc2c([nH]c3ccccc32)c1=O	1	5	-46	-3
26	COc1ccc(OCCN2C(=O)c3ccccc3C2=O)c([N+](=O)[O-])c1	0	26	10	-12
27	Cn1nc(C(=O)N2CCN(c3cccc(Cl)c3)CC2)c2c1-c1ccccc1S(=O)(=O)C2	3	0	2	10
28	COC(=O)c1c(N(S(C)(=O)=O)S(C)(=O)=O)sc2c1CCN(c1ncc(C(F)(F)F)cc1Cl)C2	-22	-5	-77	-5
29	O=C(/C=C/NNC(=O)c1ccc(Br)cc1)c1ccccc1	-3	-6	13	-4
30	O=C(COc1ccc(Cl)cc1Cl)NC(=S)Nc1ccccc1C(=O)O	x	64*	x	9
31	CCCCN(CC)S(=O)(=O)c1ccc2c(c1)n(C)c(=O)c(=O)n2C	2	-23	-57	5
32	CCOc1ccc(S(=O)(=O)N/N=C2/CC(c3ccccc3)Oc3ccccc32)cc1 (configuration not stated)	0	0	15	2

cpd	SENP8 block-2	Apaf1 inhib	SENP7 block	A3G deaminase
16	-9	0	16	-2
17	-1	14	0	3
18	1	14	6	-1
19	6	3	-2	-4
20	10	-7	9	-2
21	-20	-2	-5	-5
22	7	-2	-2	0
23	11	-7	0	-4
24	1	-8	-4	-11
25	-2	-8	-6	-7
26	-12	2	0	-10
27	10	17	-8	-5
28	-8	27	-10	-6
29	1	18	0	-6
30	59*	8	10	27
31	2	-2	5	-5
32	1	29	-2	2

Part of the list above in order of molar mass, descending.
cpd	SMILES	SENP1 FRET inh	SENP6 inh	SENP8 block-1	UBC13 polyUb
27	Cn1nc(C(=O)N2CCN(c3cccc(Cl)c3)CC2)c2c1-c1ccccc1S(=O)(=O)C2	3	0	2	10
25	COCCn1c(SCC(=O)NCCc2ccccc2)nc2c([nH]c3ccccc32)c1=O	1	5	-46	-3
19	CCOC(CCNC(=O)c1cn(CCOC)c(=O)c2c1c1ccccc1n2C)OCC	0	-5	-304	6
23	CNc1nc(-c2ccc3c(c2)CCN3C(=O)c2ccccc2C)cs1	-4	10	-24	-5

cpd	SENP8 block-2	Apaf1 inhib	SENP7 block	A3G deaminase
27	10	17	-8	-5
25	-2	-8	-6	-7
19	6	3	-2	-4
23	11	-7	0	-4

Compounds were not picked by outcome; overall some 3.6% were active at least once.
